STK33 inh = inhibitors of purified STK33 kinase, primary screen, biochemical, ADP-Glo luminescence, homogeneous, cell-free | Serine/threonine-protein kinase 33 (Homo sapiens), Q9BYT3 | MBP phosphorylation | inhibition, % at 10 µM | actives 0.073% (n = 320,000) | AID 2661, 2010;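 active = inhibition at or above 25%, using the most active replicate where run in duplicate; inactive = inhibition below 25%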
Kir21 inh = inhibitors of mouse Kir2.1 inward-rectifier potassium channel; Inward rectifier potassium channel 2 (Mus musculus), P35561; HEK293-Kir2.1, FluxOR thallium flux fluorescence; stronger effect = lower value; B-score at 10 µM; actives 0.85% (n = 310,000); AID 1672, 2009;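 active = fluorescence ratio B-score at or below minus 3 SD of library scores, with starting-brightness B-score within 2 SD, cut at about -4.2 in these data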;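 also: channel flux triggered by added potassium and thallium sulfate stimulus; B-score of peak minus minimum fluorescence over baseline after thallium stimulus; more negative B-score means stronger Kir2.1 block with less thallium influx; some compounds called inactive have numbers as strong as hits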
KCNQ2 inh = KCNQ2 potassium channel inhibitors, primary screen, cell-based, CHO-K1, FluxOR thallium flux, B-score (AID 2156). 20 min; stronger effect = lower value. B-score at 10 µM. actives 1.1% (n = 310,000);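 active = fluorescence ratio B-score at most minus 3 library SDs, with starting brightness B-score within 2 library SDs, cut at about -5.5 in these data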
Target sequence (O88943 whole entry, looked up): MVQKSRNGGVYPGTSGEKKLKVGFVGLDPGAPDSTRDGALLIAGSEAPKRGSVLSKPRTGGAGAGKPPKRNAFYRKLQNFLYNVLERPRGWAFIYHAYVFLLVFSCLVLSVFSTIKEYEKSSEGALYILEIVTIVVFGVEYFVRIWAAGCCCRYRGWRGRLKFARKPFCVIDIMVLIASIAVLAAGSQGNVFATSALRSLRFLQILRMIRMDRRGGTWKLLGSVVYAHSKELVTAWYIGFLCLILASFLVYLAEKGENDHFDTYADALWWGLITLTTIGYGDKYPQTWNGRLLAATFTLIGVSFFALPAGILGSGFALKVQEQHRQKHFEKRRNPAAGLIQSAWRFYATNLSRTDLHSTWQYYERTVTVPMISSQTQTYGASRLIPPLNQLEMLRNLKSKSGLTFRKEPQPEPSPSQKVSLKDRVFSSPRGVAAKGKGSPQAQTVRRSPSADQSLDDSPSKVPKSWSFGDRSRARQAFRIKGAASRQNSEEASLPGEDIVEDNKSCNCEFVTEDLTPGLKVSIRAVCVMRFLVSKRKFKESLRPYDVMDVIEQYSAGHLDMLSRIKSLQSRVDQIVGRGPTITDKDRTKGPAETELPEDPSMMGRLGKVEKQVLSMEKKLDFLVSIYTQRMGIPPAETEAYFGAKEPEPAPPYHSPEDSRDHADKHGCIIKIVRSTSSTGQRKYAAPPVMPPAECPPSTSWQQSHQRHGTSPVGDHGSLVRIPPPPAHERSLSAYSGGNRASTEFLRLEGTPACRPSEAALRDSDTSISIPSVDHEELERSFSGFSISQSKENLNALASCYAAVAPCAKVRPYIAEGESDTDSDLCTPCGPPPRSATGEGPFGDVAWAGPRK
Active calls of the source: *; i = inactive; x = not tested or not shown.

SMILES	STK33 inh	Kir21 inh	KCNQ2 inh
Clc1ccc(C2[C@H]3CN(Cc4cccnc4)[C@H](c4ccccc4)C34CC2(c2ccccc2)C4)cn1 (stereo not given in full)	-0.4	-1.09	i
CC(C)c1ccc(NC(=S)NNC(=O)C2CC2)cc1	-0.6	-0.18	i
CCOC(=O)c1c(NC(C)=O)sc2c(O)c(Br)ccc12	-1.9	0.02	i
CCCCn1c(=O)c(CCC(=O)OCC(=O)Nc2ccc(F)c(Cl)c2)nc2ccccc21	-0.5	-1.41	i
O=C(/C=C\c1ccco1)Oc1cccc2cccnc12	1.3	-2.95	i
CCc1ccccc1NC1c2ccccc2C(=O)N1c1cc(C)ccn1 (stereo not given)	0.0	-0.28	i
Cc1ccc(Cl)cc1NC(=O)c1cnn2c1NC(c1ccco1)CC2C(F)(F)F (stereo not given)	1.4	2.17	i
CC(C)=CCSc1nnc(CCNC(=O)OC(C)(C)C)o1	-0.2	-1.66	i
O=C(COC(=O)c1ccc(S(=O)(=O)Nc2ccccc2)cc1)NCC1CCCO1 (stereo not given)	-2.1	-1.2	i
CC(=O)Nc1ccc(OCC(O)Cn2ccnc2)cc1 (stereo not given)	1.7	-0.25	i
CCNC(=S)NNC(=O)C1CCCCC1	-0.5	-0.18	i
CC(=O)Nc1ccc(N(CC(=O)NC2CCCC2)C(=O)CCC(=O)Nc2cc(C)on2)cc1	0.5	0.45	i
Cc1csc(N/N=C/c2ccccn2)n1	-0.5	-1.07	i
Cc1cc(C)n(CC(=O)N/N=C/c2cc([N+](=O)[O-])ccc2O)n1	9.8	1.58	i
O=C1OC(c2ccccc2)=C/C1=C/c1cccs1	-0.2	1.86	i
Cc1ccc(N2CC(C(=O)OCC(=O)c3ccc(C)c([N+](=O)[O-])c3)CC2=O)cc1 (stereo not given)	-1.7	1.21	i
Cc1ccc(Cn2ncc3c(NN)ncnc32)cc1	-0.6	-0.49	i
CCNC(=O)CC1C(=O)N(c2ccccc2)C(=O)N1CCc1ccc(OC)cc1 (stereo not given)	-1.9	0.59	i
O=C1CCCC2=C1C(c1ccncc1)c1c(nc(SCc3ccccc3)[nH]c1=O)N2 (stereo not given)	-1.6	-0.36	i
Cc1cc(C)c(C)c(S(=O)(=O)NCC(=O)O)c1C	-0.3	1.04	i
Cc1nc(NC(=O)C2CC2)sc1C(=O)N(C)C	0.5	0.07	i
O=C(Nc1nnc(SCc2ccc(F)cc2)s1)c1cnccn1	-0.3	0.41	i
COc1cccc(C=Nc2cc(C)on2)c1O	-2.2	-1.82	i
O=C(NCCCN1CCN(c2ccc(F)cc2)CC1)c1cccc(N2CCCC2=O)c1	0.2	0.07	i

A draw from above in order of heavy-atom count, rising.
SMILES	STK33 inh	Kir21 inh	KCNQ2 inh
Cc1csc(N/N=C/c2ccccn2)n1	-0.5	-1.07	i
O=C1OC(c2ccccc2)=C/C1=C/c1cccs1	-0.2	1.86	i
O=C1CCCC2=C1C(c1ccncc1)c1c(nc(SCc3ccccc3)[nH]c1=O)N2 (stereo not given)	-1.6	-0.36	i
O=C(NCCCN1CCN(c2ccc(F)cc2)CC1)c1cccc(N2CCCC2=O)c1	0.2	0.07	i

The listing continues:
SMILES	STK33 inh	Kir21 inh	KCNQ2 inh
CC1(NC(=O)Nc2ccccc2)CCS(=O)(=O)C1 (stereo not given)	0.5	-0.42	i
FC(F)(F)c1cccc(Sc2nc(-c3ccccc3)nnc2C(F)(F)F)c1	-0.8	0.71	i
O=C(/C=C/c1ccccc1)NC1CC2CCC1C2 (stereo not given)	-0.3	-1.41	i
COC(=O)CSc1nnc(-c2ccc(S(=O)(=O)N3CCCC3)cc2)o1	-0.5	-0.14	i
Cc1noc(/C=C/c2ccccc2F)c1S(=O)(=O)N1CCC(C(=O)N2CCN(C)CC2)CC1	-0.5	0.48	i
FC(F)(F)c1ccccc1NC1=NCCC1	0.2	2.91	i
Cc1cc(C(=O)CSc2nnc(N)s2)c(C)n1Cc1ccco1	-3.2	0.21	i
CC(NC(=O)CN1C(=O)NC(Cc2ccccc2)(Cc2ccccc2)C1=O)C12CC3CC(CC(C3)C1)C2 (stereo not given)	-0.5	-0.05	i
O=C(NCc1ccc2c(c1)OCO2)c1ccc(CSCc2cccc(Cl)c2)o1	-0.5	-0.37	i
O=C(O)CSCCOc1ccc(OCCSCC(=O)O)cc1	-0.5	0.71	i
CCSc1nc2ccccc2n1CC(=O)N1CCOCC1	-0.6	2.81	i
Cc1ccc(S(=O)(=O)N2CCN(c3cnn(C)c(=O)c3Cl)CC2)cc1	-0.2	1.5	i
N=c1sccn1CC(=O)N1N=C(c2ccc(Cl)cc2)CC1c1ccco1 (stereo not given)	1.9	-0.05	i
COc1cccc(C(=O)Nc2cc3c(cc2Br)OCCCO3)c1	-0.1	-2.14	i
CCOc1ccc2nc(NC(=O)C3=NN(c4ccccc4)C(=O)CC3)sc2c1	0.0	-0.43	i
Cc1oc(-c2cccc(F)c2)nc1CN1CCCCC1CCn1cccn1 (stereo not given)	1.9	-1.55	i
Cc1c(NC(=O)Nc2ccccc2[N+](=O)[O-])c(=O)n(-c2ccccc2)n1C	0.5	-0.63	i
COc1ccccc1C(=O)N/C(=C\c1cn(C)c2ccccc12)C(=O)N1CCOCC1	0.4	1.44	i
O=C(/C=C/c1ccc([N+](=O)[O-])s1)N1CCCC1	-0.6	0.14	i
CC(C)(C(N)=O)c1ccccc1	-1.4	0.12	i
Cc1cccc(COCC(CC(C)C)N2CCN(C(=O)c3ccc(C(C)(C)C)cc3)CCC2=O)c1 (stereo not given)	0.7	0.05	i
O=C(c1noc2c1CCc1ccccc1-2)N1CCCc2ccccc21	-0.9	-1.1	i
CCOC(=O)c1[nH]c(C)c(C(=O)NCCCOC(C)C)c1C	-0.2	0.54	i
Cc1cc(COc2ccccc2OCc2cc(C)no2)on1	1.0	1.1	i
COC(=O)N1N=C(c2ccc(Br)cc2)CC1(O)C(F)(F)F (stereo not given)	-1.0	1.23	i
COC(=O)CCC(C)N1CCC(Oc2ccc(C(=O)NCc3ccccn3)cc2)CC1 (stereo not given)	x	0.42	i
CCOC(=O)N1CCN(c2ccc(C(=O)c3ccccc3)cc2F)CC1	0.8	1.37	i
O=C(CSc1n[nH]c(=O)n1Cc1ccco1)Nc1ccccc1Cl	-1.8	0.91	i
CS(=O)(=O)c1ccc2nc(NC(=O)c3ccccc3Cl)sc2c1	0.2	-1.7	i
COc1cccc(/C(O)=C2/C(=O)C(=O)N(Cc3cccnc3)C2c2ccco2)c1 (stereo not given)	-0.7	-0.79	i
Cc1c(C(=O)OC2CCCCC2)sc2nc[nH]c(=O)c12	-2.3	0.9	i
CCOC(=O)C1=C(C)NC(C)=C(C(=O)OCC)C1c1cccs1	-0.6	1.24	i
O=C(N/N=C/c1ccccn1)c1cccnc1	-1.5	-2.03	i
Nc1ccc(C(=O)N/N=C/c2cn(Cc3ccccc3)c3ccccc23)cc1	-0.3	-1.4	i
CC1(c2ccccc2)NC(=O)N(CCOc2ccccc2)C1=O (stereo not given)	-0.4	-1.3	i
CCCCOC(=O)/C(=C/C=C/c1ccccc1)NC(=O)c1ccccc1	-0.2	-1.57	-6.86*
Cc1cccc(-c2nnc(SCc3cc(=O)[nH]c4ccccc34)n2C)c1	-1.0	1.42	i
O=C(c1ccccc1Br)N1CCCC(c2nc(-c3cccs3)no2)C1 (stereo not given)	-1.1	-1.85	i
Cc1ccc(NC(=O)CSc2nc(N)cc(=O)[nH]2)cc1Cl	-1.3	0.39	i
Nc1nc(-c2ccc([N+](=O)[O-])cc2)cs1	-0.1	1.28	i
CC(C)(C)c1ccc(C(=O)NNC(=O)Cc2ccccc2)cc1	-2.1	0.04	i
COc1ccc(-c2cc(-c3n[nH]c(=S)n3-c3ccccc3Cl)[nH]n2)cc1	1.6	3.22	i
Cn1c(=O)c2c(nc(N3CCCCCC3)n2CC(O)COc2ccc(Cl)cc2)n(C)c1=O (stereo not given)	-1.4	0.15	i
Cc1cnn(Cc2cccnc2)c1N	1.3	-2	i
CCOC(=O)c1oc2nc(CC(C)C)c3c(c2c1N)CCCC3	-1.6	0.86	i
CCOc1ccccc1NC(=O)COC(=O)COc1c(Cl)cc(Cl)c2ccc(C)nc12	-0.7	0.78	i
O=c1[nH]c(/C=C/c2cccc(Br)c2)nc2ccccc12	-0.7	0.39	i
COc1ccc(OC)c(/C(O)=C/C(=O)C(=O)Nc2ccccc2OC)c1	0.4	0.52	i
Cc1ccccc1NC(=O)c1cc([N+](=O)[O-])ccc1NCCN1C(=O)CCC1=O	-2.1	0.11	i
O=C(CCCCn1c(=O)[nH]c2ccccc2c1=O)NCCc1c[nH]c2ccccc12	0.3	0.84	i
CC(=O)OCc1cc2cccc(C)c2[nH]c1=O	-0.6	-0.19	i
CCOC(=O)C1CCCN(C(=O)/C=C/c2ccccc2[N+](=O)[O-])C1 (stereo not given)	1.0	0.07	i
CC(C)NC1CS(=O)(=O)CC1O (stereo not given)	0.1	0.95	i
CCOC(=O)CN1C(=O)N[C@@H](c2cccs2)C(C(C)=O)=C1C	0.1	-0.09	i
COc1ccc(Cl)cc1NC(=O)CS(=O)(=O)c1cccc2nsnc12	-1.3	0.87	i
O=C(Cn1nc(C(=O)O)c2ccccc2c1=O)NCCC1=CCCCC1	-1.3	-0.4	i
COc1ccc(-c2cc(C3CCN(C(=O)OC(C)(C)C)CC3)[nH]n2)cc1	1.2	0.39	i
O=C(CSc1ncn[nH]1)Nc1c(F)cc(F)cc1Br	0.8	0.42	i
CCCCN1C(=O)/C(=C2/Sc3ccc(OC)cc3N2CC)SC1=S	-0.4	0.42	i
CCOc1c2ccc(C(=O)NCc3ccco3)cc2nn1CCOC	0.5	-0.45	i

New compounds follow
SMILES	STK33 inh	Kir21 inh	KCNQ2 inh
Cc1cccc(CNS(=O)(=O)c2ccc(-c3cnc(C4CC4)o3)cc2)c1	-0.8	0.64	i
CC(=O)Nc1ccc(NC(=O)c2ccc(NC(=O)c3ccccc3)cc2)cc1	0.2	1.42	i
Cc1ccc(C(=O)Nc2cccc3cccnc23)cc1C	-2.9	-0.91	i
CC(=O)Nc1ccc(C(=O)Nc2nnc(CCc3ccccc3)s2)cc1	0.1	0.47	i
Cc1ccc2cc(/C=N/NC(=O)[C@@H]3CCCN3)c(Cl)nc2c1	-0.9	-1.59	i
O=C(Nc1ccccn1)c1cccc(S(=O)(=O)N2CCCC2)c1	-0.1	1.76	i
Cc1ccc(O)c(NC(=S)NC(=O)/C=C/c2ccco2)c1	1.7	1.69	i
O=C(Cc1nn[nH]n1)Nc1ccc(F)cc1F	-3.6	0.63	i
CC(C1CC1)N(Cc1ccccc1)C(=O)NC(=O)c1ccc(F)cc1 (stereo not given)	-0.2	0.51	i
COc1cc(/C=C/C(=O)OCC(=O)N2CC(=O)Nc3ccccc32)ccc1O	-0.6	-0.16	i
O=C1Nc2ccccc2C12Nc1ccccc1-c1nc3ccccc3n12 (stereo not given)	-0.7	0	i
COc1cc(C2OCC3C(c4cc(OC)c(OC)c(OC)c4)OCC23)cc(OC)c1OC (stereo not given)	-0.6	-1.05	i

An excerpt from above, reduced to KCNQ2 inh.
| mol | KCNQ2 inh |
| --- | --- |
| CC(=O)Nc1ccc(NC(=O)c2ccc(NC(=O)c3ccccc3)cc2)cc1 | i |
| Cc1ccc(C(=O)Nc2cccc3cccnc23)cc1C | i |

Part of the list above, with bars between the fields.
structure | STK33 inh | Kir21 inh | KCNQ2 inh
CC(=O)Nc1ccc(OCC(O)Cn2ccnc2)cc1 (stereo not given) | 1.7 | -0.25 | i
Cc1c(NC(=O)Nc2ccccc2[N+](=O)[O-])c(=O)n(-c2ccccc2)n1C | 0.5 | -0.63 | i
CC(=O)Nc1ccc(C(=O)Nc2nnc(CCc3ccccc3)s2)cc1 | 0.1 | 0.47 | i

Continuation.
SMILES	STK33 inh	Kir21 inh	KCNQ2 inh
O=C(O)CCC(=O)N1CCC(C(=O)c2cccc(Cl)c2)CC1	0.2	-0.49	i
CCc1cccc(OCC(=O)Nc2ccc(S(=O)(=O)N3CCCC3)cc2)c1	0.1	-0.73	i
O=C(NCN1CCN(c2ccccc2)CC1)c1cnccn1	-0.7	0.26	i
O=C(Nc1ccccc1)c1ccccc1CC[N+](=O)[O-]	-1.7	-0.06	i
CC(=O)c1ccc(OCC(O)CN2CCN(CC(O)COc3ccc(C(C)=O)cc3)CC2)cc1 (stereo not given)	-0.6	0.27	i
NC(=O)c1ccc(NC(=O)COC(=O)CCCN2C(=O)c3cccc4cccc(c34)C2=O)cc1	x	-0.83	i
COc1ccc(CN2C(=O)CCC2(C)C(=O)NC2CCCC2)c(OC)c1 (stereo not given)	-2.6	0.45	i
Cc1nn(-c2ccccc2)c(Cl)c1C(=O)Nc1ccccc1	-1.2	-1.33	i
Cc1ccc(-c2nnn(CC(=O)N(c3ccccc3)C(C(=O)NCC3CCCO3)c3ccc(Cl)cc3)n2)cc1 (stereo not given)	-0.8	0.03	i
Cn1c(/C(C#N)=C(\O)c2ccc(S(=O)(=O)N3CCCCC3)cc2)nc2ccccc21	1.4	1.38	i
Cc1ccc(S(=O)(=O)c2nc(Nc3ccccc3C#N)sc2Cl)cc1	0.6	-0.37	i
